Screens (PubChem BioAssay)
Jurkat NFkB inh: lowers PMA/ionomycin-induced NF-kB signal in Jurkat cells. inhibition, % at 4 µM. 330,000 compounds, 0.53% hits. PMA/ionomycin-induced NF-kB luciferase reporter, luminescence; in the data active = inhibition above about 50%
CCR6 antag: antagonists of human CCR6 receptor. inhibition, % at 20 µM. 340,000 compounds, 0.49% hits. P51684. CHO-K1 CCR6 PathHunter beta-arrestin, luminescence, CCL20-stimulated. AID 493098;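 active = compounds whose inhibition of the agonist-driven luminescence signal at 20 µM reaches about 50%, limit read from the data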;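 note: cells stimulated with CCL20 at 14 nM final; plate controls were DMSO with CCL20 for no effect and DMSO without agonist for full effect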
Target sequence (P51684 whole entry, looked up): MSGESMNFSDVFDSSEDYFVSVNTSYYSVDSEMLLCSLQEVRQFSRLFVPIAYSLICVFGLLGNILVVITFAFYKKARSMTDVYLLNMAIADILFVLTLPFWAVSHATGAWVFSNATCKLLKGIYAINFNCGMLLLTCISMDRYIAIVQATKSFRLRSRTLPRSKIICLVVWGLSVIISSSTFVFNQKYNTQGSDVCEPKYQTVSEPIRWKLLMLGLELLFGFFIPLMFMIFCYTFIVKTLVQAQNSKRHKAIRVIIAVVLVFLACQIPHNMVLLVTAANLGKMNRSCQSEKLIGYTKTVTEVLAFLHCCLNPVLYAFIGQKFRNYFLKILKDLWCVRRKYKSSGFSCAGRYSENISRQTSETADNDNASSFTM
UPR XBP1 act: activators of adaptive arm of unfolded protein response (XBP1) | CHO-XBP1 luciferase reporter, IRE1-XBP1 UPR activation, luminescence; percent of tunicamycin response, DMSO as zero | activation, % at 20 µM | 330,000 compounds, 0.33% hits | AID 463104;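 active = versus positive control, 20 µM dose yields 30% or more activation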;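 note: 100% = tunicamycin at 10 µg/mL and 0% = DMSO only wells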
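assay system = CHO-XBP1 luciferase reporter cells | amount = 1000 cells/well | buffer or medium = F12 plus 10% FBS | compound dosing = single point, 20 µM final compound, 1% DMSO | incubation = 16-18 h cell attachment at 37 °C, then 6 h compound exposure | detection = Steady-Glo luminescence read | controls = tunicamycin 10 µg/mL and vehicle-only wells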
CXCR6 inh: blocks human CXCR6 beta-arrestin recruitment. 360,000 compounds, 0.36% hits. inhibition, % at 20 µM. CHO-K1 PathHunter CXCR6 beta-arrestin, luminescence; in the data active = inhibition above about 34%, passing the limit was not always enough;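 note: antagonist mode with CXCL16 agonist at 10 nM final; 0% = 10 nM CXCL16 with DMSO and 100% = unstimulated wells without agonist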
Target sequence (O00574 whole entry, looked up): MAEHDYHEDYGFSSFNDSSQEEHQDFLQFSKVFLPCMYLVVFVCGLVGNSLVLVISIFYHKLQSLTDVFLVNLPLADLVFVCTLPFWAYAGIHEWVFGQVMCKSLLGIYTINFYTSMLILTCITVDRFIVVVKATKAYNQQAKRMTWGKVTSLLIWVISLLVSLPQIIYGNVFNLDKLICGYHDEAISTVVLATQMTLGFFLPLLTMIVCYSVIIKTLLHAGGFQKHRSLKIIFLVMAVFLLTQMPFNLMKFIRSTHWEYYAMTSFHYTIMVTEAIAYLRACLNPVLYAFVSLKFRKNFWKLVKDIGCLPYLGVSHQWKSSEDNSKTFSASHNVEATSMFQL
Mdm2-MdmX inh: human Mdm2/MdmX binding inhibition. O15151+Q00987. inhibition, % at 8 µM. SaOS-2 split-luciferase Mdm2/MdmX complementation, luminescence. 330,000 compounds, 3% hits;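 active = inhibition of at least 50% at 8 µM in the primary screen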
697 NFkB inh: inhibitors of the PMA/ionomycin-induced NF-kB reporter in 697 B cells | 697 B-cell NF-kB luciferase reporter, 16 h | inhibition, % at 4 µM | 330,000 compounds, 0.33% hits | AID 435022; in the data active = inhibition above about 35%
UPR CHOP act: apoptotic UPR (CHOP) activation. activation, % at 10 µM. CHO-CHOP luciferase reporter, luminescence; percent of tunicamycin response over DMSO baseline. 330,000 compounds, 0.34% hits;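 active = at 10 µM dose, activation of 40% or more, normalized to positive control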;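 note: 100% = tunicamycin at 10 µg/mL and 0% = DMSO alone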
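Material: CHO-CHOP cells, stable luciferase reporter of PERK-eIF2a-CHOP signalling; quantity: 500 reporter cells seeded per well; buffer or medium: F12 medium containing 10% fetal bovine serum; compound: one dose, 10 µM in 0.5% DMSO; incubation: 6 h compound treatment, 37 °C; measured by: Steady-Glo luciferase luminescence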
EBI2 antag: antagonists of human EBI2 receptor; EBI2 beta-arrestin recruitment, luminescence, 7a,25-OHC stimulated; inhibition, % at 5 µM; 360,000 compounds, 0.81% hits; AID 651636; in the data active = inhibition above about 38%;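 note: enzyme fragment complementation signal reports receptor beta-arrestin coupling in cells; 0% = agonist plus DMSO wells and 100% = wells without agonist; some results beyond the cut were filed as inactive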
Target sequence (P32249 whole entry, looked up, the tested form may be a part): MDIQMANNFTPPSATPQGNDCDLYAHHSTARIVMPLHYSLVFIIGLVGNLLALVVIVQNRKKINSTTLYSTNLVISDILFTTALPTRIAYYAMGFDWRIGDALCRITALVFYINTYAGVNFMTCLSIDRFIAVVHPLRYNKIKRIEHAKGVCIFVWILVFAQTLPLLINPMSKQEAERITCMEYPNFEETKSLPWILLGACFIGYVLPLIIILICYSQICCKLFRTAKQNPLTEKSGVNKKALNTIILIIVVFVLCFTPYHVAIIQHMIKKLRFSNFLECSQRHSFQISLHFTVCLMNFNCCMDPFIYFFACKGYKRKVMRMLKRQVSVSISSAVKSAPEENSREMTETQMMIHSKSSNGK
Gli-Sufu block: Gli-Sufu pathway antagonism; inhibition, % at 5 µM; 340,000 compounds, 0.74% hits; Sufu-KO-LIGHT fibroblasts, Gli luciferase reporter luminescence;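 active = inhibition above about 55%, limit read from the data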;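 note: 0% = DMSO-treated cells and 100% = wells with medium but no cells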
The depositor's hits bear a star; · = no result given. The order is random; any-hit rate near 5%.

SMILES	Jurkat NFkB inh	CCR6 antag	UPR XBP1 act	CXCR6 inh	Mdm2-MdmX inh	697 NFkB inh	UPR CHOP act	EBI2 antag	Gli-Sufu block
COc1cc(N)c(C(O)c2nccc3cc(OC)c(OC)cc23)cc1OC (configuration not stated)	-3	15	1	-10	4	5	-0.7	-5	-2
O=C(O)CC(CCc1ccccc1)OC1OC(CO)C(O)C(O)C1O (configuration not stated)	4	-4	-1	1	-10	16	-1.2	-2	3
Cn1nnnc1SCC(=O)Nc1ccccc1[N+](=O)[O-]	5	-5	2	1	-11	-9	-2.7	2	1
Cc1cc2c(c(=O)n1CCc1ccccc1)C(c1ccco1)C(C#N)=C(N)O2 (configuration not stated)	8	10	-1	-8	22	0	-1.2	-12	-7
CCc1c(C(=O)NNC(=S)NC2CCCCC2)csc1C	10	15	4	12	16	-20	0.6	-11	-9
O=C(N/N=C/c1cccc(O)c1)c1csc2ccccc12	-23	8	-1	-4	4	0	3.0	15	4
O=C(NNc1nc2c(F)cc(F)cc2s1)C1COc2ccccc2O1 (configuration not stated)	7	11	3	-5	-3	17	1.3	-1	-2
COc1ccc(NC(=O)C/C(C)=N/NC(=O)C(=O)NC2CCCCC2)c(OC)c1	-5	-13	2	-2	3	-1	-0.7	-3	-9
CCOc1ccc(-n2c(=O)c3sccc3n(CC(=O)NCc3ccco3)c2=O)cc1	-1	-17	1	0	10	10	-1.5	9	-3
Cc1ccc(NC(=O)COc2ccc(-c3nnco3)cc2)cc1S(=O)(=O)N1CCOCC1	9	3	-2	-14	-5	-15	2.1	-4	-6
CC(C)(C)OC(=O)C(C1NC(C(=O)O)C(C)(C)S1)N1C(=O)c2ccccc2C1=O (configuration not stated)	·	5	·	-2	·	·	·	-7	8
O=c1[nH]cnc2c1ncn2-c1ccc(Cl)cc1	·	4	·	-2	·	·	·	-9	6
Cc1ccc(NC(=O)CCNS(=O)(=O)c2ccc3[nH]c(=O)oc3c2)cc1F	12	10	-9	-13	-1	12	6.2	2	-15
N#C/C(=C\c1ccc2c(c1)OCO2)C(N)=S	12	29	-1	16	28	7	0.1	5	0
O=C(COC(=O)CN1C(=O)c2ccccc2C1=O)NC1CCCCC1	-7	-3	-5	3	-6	-8	1.9	-10	-1
CC(=O)c1c(C(C)=O)c(C)n(-c2nc(-c3cccs3)c(C)s2)c1C	5	12	-3	1	-12	-30	-2.1	7	-2
COc1ccccc1N(C)S(=O)(=O)c1ccc(C)c(C(=O)Nc2nccs2)c1	-1	15	0	10	-5	7	-0.3	2	-4
CCc1ccc(-c2nc(SCC(=O)c3c(N)n(C4CC4)c(=O)[nH]c3=O)n[nH]2)cc1	-11	4	1	2	17	0	0.3	-3	-6
O=C(NCCC1=CCCCC1)c1ccc(=O)oc1	10	-2	0	7	24	10	-1.9	7	0
CC(=O)NC(CC(=O)NNC(=O)C(C)Oc1ccccc1F)c1ccccc1 (configuration not stated)	10	4	1	0	23	17	0.7	-5	-2
O=C(OCCN1C(=O)c2ccccc2C1=O)c1cc(S(=O)(=O)N2CCOCC2)ccc1Cl	8	-12	-3	16	22	-5	1.0	3	2
COc1cc([N+](=O)[O-])ccc1NC(=S)NC(=O)CC(C)(C)C	0	14	-2	4	16	-18	1.5	7	0
C=CCN1c2ccccc2[C@]23C[C@@H](C(=O)OC)N=C2NC(C(=O)OC)=C(C(=O)OC)[C@H]13	-3	6	-3	-1	-25	9	0.7	-17	28
O=C(NC(=S)Nc1ccc(N2CCOCC2)c(Cl)c1)c1cccs1	-40	30	3	3	0	-58	2.4	7	-23
Cc1cccn2c(CNC3CCCc4ccccc43)c(C(=O)N3CCOCC3)nc12 (configuration not stated)	14	10	2	5	13	-1	0.1	15	24
CC(=O)Nc1ccc(S(=O)(=O)N2CCN(S(=O)(=O)c3cccs3)CC2)cc1	22	0	0	-9	23	13	1.8	-21	1
CCCCOc1ccc(C(=O)NCC(=O)NCc2ccncc2)cc1	8	3	-2	-4	19	3	2.4	4	-19
CC(NC(=O)c1cc2c(=O)n3ccccc3nc2n(CC2CCCO2)c1=N)c1ccccc1 (configuration not stated)	15	9	-4	7	18	8	1.1	14	59*
COc1cc2c(cc1OC)C1(C)N(CC2)C(C(C)=O)=NN1c1ccc(Cl)cc1 (configuration not stated)	16	22	2	11	-18	9	-0.6	24	7
Cc1ccc(Nc2nc(C(=O)N3CCC(C(=O)NCc4ccccc4)CC3)cs2)cc1	12	19	5	2	19	-3	1.8	21	6
CCN(CC)CCOC(=O)C1(c2ccc(OC)c(OC)c2)CCCC1	-17	3	3	1	-12	-4	-0.6	-7	-4
O=C(NCCc1c[nH]c2ccccc12)N[C@@H](Cc1ccccc1)C(=O)O	-14	-3	3	-10	9	9	1.0	-11	-6
COc1cccc(-n2nnc(S(=O)(=O)c3ccc(C)cc3)c2N)c1	6	-7	-1	-2	4	20	-0.3	-5	3
C=C(C)CCOC(=O)C(CC(=O)O)NCc1ccco1 (configuration not stated)	3	2	-1	9	-12	22	1.7	-8	6
CC1CCCN(CCCNC(=O)c2ccc(CS(=O)(=O)Cc3cccc(Cl)c3)o2)C1 (configuration not stated)	-9	12	-3	-5	15	12	-1.4	4	18
N#Cc1ccc(CN(c2ccncc2)S(=O)(=O)c2ccccc2)cc1	-8	-3	-1	-8	-5	-6	-1.2	9	-15
COC(=O)Nc1cc(C(F)(F)F)ccc1N1CCN(c2ccccc2)CC1	-5	7	-3	6	-10	-20	1.7	-2	6
O=C(CN1C(=O)NC2(CCCC2)C1=O)Nc1cc(Cl)ccc1N1CCCC1	-10	22	-5	5	16	1	0.3	3	0
CCC1S/C(=N/C(=O)NC2CCCCC2)NC1=O (configuration not stated)	10	5	0	4	-22	-20	2.0	-7	-36
O=C(Nc1ccc(-c2nc3c(ccc4ccccc43)o2)cc1)c1ccco1	-54	10	33*	-1	-7	-103	18	24	-20
Cc1cc(S(=O)(=O)Nc2ccc(C(=O)N3CC(C)OC(C)C3)cc2)ccc1F (configuration not stated)	12	7	-2	-12	2	12	-1.0	-2	5
Cc1cc(C)c(C#N)c(Nc2ccc(F)cc2)n1	1	12	-9	6	-2	1	3.5	3	3
C=CCn1c(SCc2csc(C)n2)nc2sc3c(c2c1=O)CCCC3	·	18	·	7	·	·	·	9	3
CC(=O)Nc1cc2ccc(OC(C)=O)cc2oc1=O	8	8	3	-7	23	9	-1.1	-6	-2
Cc1ccccc1OCCNC(=O)/C=C/c1ccccc1	-6	-6	-1	4	8	7	2.4	14	-2
O=C(NCCc1ccc(Cl)cc1)c1cc(=O)[nH]c2ccccc12	-6	0	-2	3	13	-10	1.1	3	-10
O=C(COC(=O)/C=C/c1ccc(Cl)c(Cl)c1)NC1CCCC1	10	6	-3	4	12	-8	-0.9	-19	-4
Cc1ccccc1NC(=O)C(C)n1c2ccccc2c2nc(=O)cc(C)n21 (configuration not stated)	-12	10	-3	8	19	1	-1.5	-1	14
O=C(COc1c(Br)cc(Br)c2cccnc12)N1CCCCC1	-2	-4	2	-2	6	-1	0.5	6	-6
Cc1nc(C(F)(F)F)c(C(=O)NC(=O)Nc2ccc(OC(F)(F)F)cc2)s1	3	18	-1	-8	19	2	-2.1	-7	7
CCCN(CC1CC1)C(=S)Nc1ccc(Oc2ccccc2)cc1	-7	10	-2	-7	-32	-15	0.3	-4	39
COc1ccccc1NC(=S)NNC(=O)c1nn(C)c(C)c1Br	-12	9	-1	12	11	-20	6.8	-4	-9
CC(=O)Nc1cc2c(cc1[N+](=O)[O-])-c1ccccc1C2O (configuration not stated)	·	-4	·	-7	·	·	·	-33	2
COc1ccc(CN2CCn3nc(C(=O)NC4CC4)cc3C2=O)cc1	-5	2	-1	-8	5	13	-0.1	9	-9
O=C(Nc1ccnn1C1CCN(Cc2ccc(OC(F)F)cc2)CC1)C1CCCC1	14	1	-4	10	21	-24	-0.2	-5	33
CC(c1ccccc1)c1nnc(NC(=O)Nc2ccccc2F)s1 (configuration not stated)	-27	12	-2	3	-35	-17	5.2	-3	-21
COc1ccc(/C=C/C(=O)OCC(=O)N2CCc3ccccc32)cc1	13	9	-2	5	-13	24	0.4	-17	-5
COCCCN1CN=C(NS(=O)(=O)c2ccc(C)cc2)NC1	9	4	-1	0	5	3	2.8	-11	1
Cc1ccc(CNC(=O)C(=O)NCCC2=CCCCC2)cc1	7	10	-2	4	35	2	-1.9	33	-5
CCOC(=O)c1cnn2cc(-c3[nH]ncc3[N+](=O)[O-])cnc12	-8	0	2	5	-15	-7	3.0	-14	-5

Entries of single compounds as entered above.
`CC(=O)Nc1cc2c(cc1[N+](=O)[O-])-c1ccccc1C2O` (configuration not stated) reads Jurkat NFkB inh = ·; CCR6 antag = -4; UPR XBP1 act = ·; CXCR6 inh = -7; Mdm2-MdmX inh = ·; 697 NFkB inh = ·; UPR CHOP act = ·; EBI2 antag = -33; Gli-Sufu block = 2
`COc1ccc(/C=C/C(=O)OCC(=O)N2CCc3ccccc32)cc1` reads Jurkat NFkB inh = 13; CCR6 antag = 9; UPR XBP1 act = -2; CXCR6 inh = 5; Mdm2-MdmX inh = -13; 697 NFkB inh = 24; UPR CHOP act = 0.4; EBI2 antag = -17; Gli-Sufu block = -5
`Cc1cc(S(=O)(=O)Nc2ccc(C(=O)N3CC(C)OC(C)C3)cc2)ccc1F` (configuration not stated) reads Jurkat NFkB inh = 12; CCR6 antag = 7; UPR XBP1 act = -2; CXCR6 inh = -12; Mdm2-MdmX inh = 2; 697 NFkB inh = 12; UPR CHOP act = -1.0; EBI2 antag = -2; Gli-Sufu block = 5

(further entries)
SMILES	Jurkat NFkB inh	CCR6 antag	UPR XBP1 act	CXCR6 inh	Mdm2-MdmX inh	697 NFkB inh	UPR CHOP act	EBI2 antag	Gli-Sufu block
CCOC(=O)c1c(S(=O)(=O)N(C)Cc2ccco2)c(C)n(C)c1C	-18	5	-5	-6	4	-25	1.8	2	9
COc1ccccc1CCC(=O)N1CCC(n2nccc2NC(=O)CC(C)C)CC1	-11	-3	-3	8	33	-1	0.5	0	1
COc1cc2nc(C3CCC3)n(NC(=O)C3CCC(OC)CC3)c(=O)c2cc1OC (configuration not stated)	-1	-7	-3	-4	7	21	1.9	-7	7
CCN1CCN(CCCNC(=O)C2c3ccccc3C(=O)N(C)C2c2ccc(OC)cc2)CC1 (configuration not stated)	-11	-8	-1	-9	20	-7	1.2	5	15
COC(=O)Cn1c(C)nc([N+](=O)[O-])c1Br	-5	-11	1	6	25	-2	-0.7	-3	6
CCCCCC/C=C/c1ccc(OC)c([C@H]2[C@H]3C=CC[C@@H](C)[C@@H]3C(=O)N2Cc2ccccc2)c1	9	16	-1	8	35	68*	-0.6	6	-4
CCN(c1ccccc1)S(=O)(=O)c1cc(C(=O)Nc2cccc(Cl)c2)ccc1F	-11	17	-1	-4	38	-25	0.2	24	1
COc1ccccc1CCNC(=O)C1(C)CC1(Cl)Cl (configuration not stated)	-8	1	4	-4	24	5	2.0	-10	0
Cc1cc(C)cc(NC(=S)N2CCCC2)c1	-15	-9	-2	-8	-3	3	-1.0	-10	9
Cc1ccc2c(c1)CC(C)N2S(=O)(=O)c1nnc(NC(=O)CC(C)C)s1 (configuration not stated)	-1	9	0	-6	13	-10	-1.9	-2	0
O=C(NCc1cccs1)c1cc(-c2cccs2)on1	-96	7	-1	-1	-73	-48	1.8	9	-56
Cc1ccc(C2=NN(CC(=O)NCc3cccs3)C(=O)CC2)cc1	11	1	0	2	-1	-7	1.5	4	6
